HTT cytoprotect – qHTS Multiplex Assay to Identify Dual Action Probes in a Cell Model of Huntington: Cytoprotection (ATP); PC12 HTT-Q103 induced, cytoprotection, ATP luminescence, 40 h; 230,000 compounds, 0.14% hits; Potency, µM (top dose mostly 56.4 µM), for inactives: cytoprotection (ATP increase), hits mostly activators;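 note: potency is the fitted concentration of half-maximal effect; % of control where 0% means no effect; nearly all actives have a fitted effect of over 45% in size; toxic huntingtin expression switched on by the ecdysone agonist tebufenozide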
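PC12 cells with ecdysone-inducible HTT exon 1 Q103-GFP, induced with 100 nM tebufenozide and co-treated with library compounds in a dose series (1536-well, 1500 cells/well). Cytoprotection read as ATP content by ATPlite luminescence.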
GAA glycogen mod – qHTS Assay for Inhibitors and Activators of Human alpha-Glucosidase Cleavage of Glycogen | Lysosomal alpha-glucosidase (Homo sapiens), P10253 | recombinant GAA, glycogen substrate, Amplex Red glucose oxidase fluorescence | Potency, µM (doses to about 76.4 µM), inactives show at the highest dose activity change, negative = inhibition, most hits filed as inhibitors | 300,000 compounds, 0.38% hits | AID 2100, 2009;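 note: potency is the fitted concentration of half-maximal effect; 0% = full enzyme reaction and -100% = no-enzyme basal signal; the screen sought inhibitors and activators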
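qHTS, 1536-well; enzyme 4 nM final; cpd up to 77 uM; substrate bovine liver glycogen 30 ug; 50 mM citrate/phosphate pH 5.0, 0.01% Tween-20; 37 C, 40 min; Amplex Red detection 45 min RT; Hill fit → AC50.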
CBFb-RUNX1 inh – qHTS Assay for Compounds Blocking the Interaction Between CBF-beta and RUNX1 for the Treatment of Acute Myeloid Leukemia; Runt-related transcription factor 1 (Homo sapiens) + Core-binding factor subunit beta …; AlphaScreen CBFb-His/RUNX1-biotin binding, biochemical; Potency, µM (top dose mostly 59.8 µM), for inactives: at the top dose activity, negative = inhibition, hits mostly inhibitors; 230,000 tested, under 10 active; note: % of control where 0% means no effect
Target sequence (Q01196 whole entry, looked up): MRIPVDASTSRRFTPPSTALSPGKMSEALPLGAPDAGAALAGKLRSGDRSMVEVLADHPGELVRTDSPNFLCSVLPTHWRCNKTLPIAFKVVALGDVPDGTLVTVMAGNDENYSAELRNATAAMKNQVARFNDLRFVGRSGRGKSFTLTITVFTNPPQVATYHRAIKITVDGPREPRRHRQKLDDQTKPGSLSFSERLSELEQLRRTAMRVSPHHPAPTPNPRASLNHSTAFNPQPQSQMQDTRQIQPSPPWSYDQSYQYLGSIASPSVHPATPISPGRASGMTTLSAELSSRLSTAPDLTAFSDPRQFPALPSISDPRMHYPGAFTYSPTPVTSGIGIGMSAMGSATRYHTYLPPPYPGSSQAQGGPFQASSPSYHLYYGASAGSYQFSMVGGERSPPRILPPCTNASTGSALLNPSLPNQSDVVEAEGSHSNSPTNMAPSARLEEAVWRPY
Target sequence (Q13951 whole entry, looked up): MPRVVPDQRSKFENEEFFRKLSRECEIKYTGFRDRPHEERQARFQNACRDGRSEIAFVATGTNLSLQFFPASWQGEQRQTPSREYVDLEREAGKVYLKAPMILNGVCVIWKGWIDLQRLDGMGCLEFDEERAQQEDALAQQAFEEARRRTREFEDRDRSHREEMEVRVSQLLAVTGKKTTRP
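AlphaScreen proximity signal reports loss of binding between His-tagged CBF-beta and biotin-labelled RUNX1, each at 30 nM. Proteins are pre-associated for 20 minutes, compounds added for 15 minutes, then beads for 90 minutes, all at ambient temperature.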
GAA inh – qHTS Assay for Inhibitors of Human alpha-Glucosidase as a Potential Chaperone Treatment of Pompe Disease | Lysosomal alpha-glucosidase (Homo sapiens), P10253 | purified human GAA, 4-MU-alpha-glucoside fluorescence | 200,000 compounds, 0.005% hits | AID 1466, 2008 | Potency, µM (top dose mostly 76.9 µM), inactives show top-dose activity change, negative = inhibition, hits mostly inhibitors;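 note: potency is the fitted concentration of half-maximal effect; plate controls were uninhibited enzyme wells for no effect and no-enzyme background for full effect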
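Read-out is 4-methylumbelliferone fluorescence (Ex 365/Em 440 nm) after NaOH/glycine stop at pH 10. Enzyme 4 nM, substrate 400 uM, pH 5.0 citrate buffer, 20 min room temperature; AC50 from Hill-equation concentration-response.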
HttQ103 aggreg – qHTS Multiplex Assay to Identify Dual Action Probes in a Cell Model of Huntington: Aggregate Formation (GFP). PC12 HttQ103-GFP aggregates, Acumen cytometry, 40 h. Potency, µM (doses to about 46.1 µM), for the others: at the top dose activity change, negative = inhibition, actives largely listed as inhibitors. 220,000 compounds, 1.1% hits. AID 1688, 2009; note: potency is the fitted concentration of half-maximal effect; % is set by controls: 0 for no effect and ±100 for the full control effect; nearly all actives have a fitted effect of over 60% in size
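Compounds (qHTS titration) were added to PC12 cells expressing an ecdysone-driven HTT exon 1 Q103–GFP fusion after induction with 100 nM tebufenozide. Aggregate formation was measured as GFP objects in cell lysates.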
aGlu spleen mod – qHTS Assay for Inhibitors and Activators of Human alpha-Glucosidase From Spleen Homogenate | Lysosomal alpha-glucosidase (Homo sapiens), P10253 | human spleen homogenate, 4-MU-alpha-glucoside fluorescence | Potency, µM (top dose mostly 79.9 µM), without a hit: at the highest dose activity change, negative = inhibition, usual class: inhibitors | 240,000 compounds, 0.006% hits;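 note: potency is the fitted concentration of half-maximal effect; 0% = enzyme with vehicle and -100% = no enzyme basal signal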
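Compounds were titrated against alpha-glucosidase in spleen homogenate at pH 5.0, with 1 mM 4-methylumbelliferyl substrate for 40 min at 37 C. Reactions were quenched with pH 10 NaOH/glycine and fluorescence measured.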
Lamin A splicing – qHTS Assay for Modulators of Lamin A Splicing | HeLa LMNA splicing GFP/RFP minigene ratio, 48 h | Potency, µM (top dose mostly 46.1 µM), for inactives: top-dose ratio change, negative = inhibition, usual class: inhibitors | 200,000 compounds, 0.01% hits | AID 1487, 2009; active = well fitted inhibition curve with a large enough effect in the signal ratio, with a control signal flat, not every such curve was filed as active; inconclusive = small, poorly fitted or top-dose-only effect, or effect the other way, or a change in a side signal; the % refers to the signal ratio; note: potency is the fitted concentration of half-maximal effect; % is set by controls: 0 for no effect and ±100 for the full control effect
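Read-out is the ratio of GFP to DsRed2 object intensity, acquired by 488 nm laser-scanning cytometry on HeLa lamin A-EGFP minigene reporter cells. Compound incubation 48 hrs at 37 °C in Opti-MEM with 2% FBS; DMSO 0.5% final.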
* marks the source's active call; other numbers are inactive results; ? = inconclusive; / = no result given; [ ] = remark or other dose. Unless noted, calls come from the whole dose curve; as a rule, active = well fitted curve in the direction sought with a large enough effect; inconclusive = small, poorly fitted or top-dose-only effect, or another doubt; inactive = no such curve, though single readings can be large; an effect the other way counts as inactive or inconclusive.

SMILES | HTT cytoprotect | GAA glycogen mod | CBFb-RUNX1 inh | GAA inh | HttQ103 aggreg | aGlu spleen mod | Lamin A splicing
O=C(C1CCN(S(=O)(=O)c2ccc3ccccc3c2)CC1)N1CCN(c2ncccn2)CC1 | 12.2% | -16.7% | -4.1% | -7.0% | -13.6% | -15.3% | ?
CCOC(=O)c1cc(-c2ccc(N3CCOCC3)cc2)nn1-c1ccccc1 | -12.2%[10 µM] | -7.3% | -2.3% | -13.1% | -11.6% | 0.6% | ?
CN1C(=O)C(O)(c2nnc(-c3ccccc3)o2)c2ccccc21 (centres undefined) | ? | 3.3% | 18.0% | -12.5% | -13.9% | 6.5% | /
COc1ccc(-c2csc(NC(=O)COC(=O)c3ccc(Br)o3)n2)cc1 | -24.8%[10 µM] | -0.2% | 0.9% | 12.2% | 20.6% | 0.1% | -0.5%
COc1ccccc1CNC(=O)Nc1cccs1 | -8.4% | 28µM* | 1.1% | -3.0% | -3.9% | 0.2% | 7.5%
Cc1ccc(OCCCC(=O)N2CCOCC2)cc1 | -1.0% | -1.0% | 5.3% | -2.5% | -13.4% | 4.6% | 11.2%
CCOC(=O)CSC1=C(C#N)C(c2ccc(Cl)cc2)CC(=O)N1 (centres undefined) | -9.7% | -6.3% | -0.8% | ? | 2.0% | -1.2% | -13.7%
Cc1ccc(S(=O)(=O)N(C)C)cc1NC(=S)Nc1ccc2[nH]c(=O)[nH]c2c1 | -31.5% | -12.7% | 1.2% | 6.2% | 12.9% | 2.2% | /
Cc1sc2nc(SCC(=O)NCc3ccco3)n(CCc3ccccc3)c(=O)c2c1C | -14.9%[10 µM] | 3.2% | 16.5% | -1.4% | 15.0% | -15.9% | -12.0%
COc1ccc(CN2CCN(c3cccc(C)c3C)CC2)cc1OC | 3.2% | 14.7% | 3.1% | -3.2% | -18.2% | -2.6% | -11.2%
O=C1NCCCc2nc(Oc3ccccc3)sc21 | -12.6% | 1.9% | 0.5% | -8.0% | -4.1% | 1.2% | -2.1%
CN1CCc2nc(NC(=O)c3cccc(OC(F)F)c3)sc2C1 | -9.4%[10 µM] | -5.4% | -1.9% | -1.9% | 3.5% | -5.6% | 2.8%
COc1cccc2cc(C(=O)N(Cc3cccs3)CC3CCCO3)c(=O)oc12 (centres undefined) | -16.4% | 4.3% | -1.4% | 3.9% | -7.4% | -3.0% | ?
C/C(CS(=O)(=O)c1ccc(Cl)cc1)=N/NC(N)=S | ? | -2.9% | 10.7% | -2.0% | 6.2% | -9.1% | /
O=C(NCc1ccccn1)c1cc(-c2ccc(-c3ccccc3)cc2)nc2ccccc12 | -43.2%[10 µM] | 3.1% | -2.7% | 3.6% | ? | -5.4% | ?
CN(CC1COc2ccccc2O1)C(=O)c1ccc(N(C)C)cc1 (centres undefined) | 1.1% | 5.9% | 0.7% | 0.9% | 12.0% | -0.6% | 2.3%[46 µM]
CCc1ccc(N(C(=O)CCC(=O)Nc2cc(C)on2)C(C(=O)NC2CCCC2)c2ccco2)cc1 (centres undefined) | 8.3%[10 µM] | -0.4% | -5.3% | ? | 13.1% | -9.1% | -7.7%
COC(=O)C1C(c2ccccc2)NC(=O)NC1(O)C(F)(F)Cl (centres undefined) | 1.3% | ? | -12.5% | -12.9% | -7.2% | 2.6% | /
O=C(CN1CC[n+]2c(-c3cccs3)csc21)c1ccc(-c2ccccc2)cc1 | -35.3%[inhibitor] | -1.3% | -11.4% | 1.5% | 0.5% | -3.0% | /
CC(C)c1ccc(OCC(=O)N(Cc2ccccc2)c2ccccn2)cc1 | 9.5%[0.074 µM] | 2.8% | 4.6% | ? | -10.4% | 6.1% | ?
Cc1sc(-c2ccncc2)nc1OC(=O)c1ccccc1 | 0.9% | -5.3% | 4.1% | -0.2% | -8.3% | -5.2% | 4.3%
CCNC(=O)NC(=O)CN(C)c1ccccc1 | -12.0% | -15.3% | 4.4% | 2.3% | -2.5% | 6.1% | /
CCCOc1ccc(C(=O)C(CN2CCOCC2)c2ccccc2)cc1 (centres undefined) | 0.5%[1.9 µM] | -6.8% | 13.4% | 1.7% | 5.8%[1.84 µM] | -0.2% | ?
CCc1ccccc1N(CC(=O)N1CCN(c2ccc(F)cc2)CC1)S(C)(=O)=O | 1.0%[10 µM] | 4.8% | -2.2% | -0.7% | -12.0% | -3.2% | ?
N#CC(C(=O)OC1CCCCC1)c1nc2ccccc2nc1N1CCOCC1 (centres undefined) | -21.9% | -0.9% | 2.2% | 0.2% | 12.0% | -0.9% | 9.8%
COc1ccccc1N1CCN(c2ncc(C(=O)N3CCN(c4cccc(Cl)c4)CC3)c3ccccc23)CC1 | -3.8% | -4.0% | -9.6% | -0.3% | ? | -22.1% | ?
CC(C)c1onc(C(=O)NC2CCCC2)c1[N+](=O)[O-] | -17.4% | 1.9% | 2.2% | -3.0% | ? | 0.3% | ?
c1ccc2c(CNCCN3CCOCC3)cccc2c1 | -0.4% | 7.1% | 0.7% | -0.7% | -3.5% | -2.3% | 2.8%
O=C(Nc1cccc(F)c1)C1CCN(c2nnnn2-c2ccccc2)CC1 | 18.7% | 3.3% | 0.6% | -4.4% | 1.7% | -3.5% | ?
O=c1cc(CSc2nnnn2-c2ccccc2)nc2scc(-c3ccccc3)n12 | 6.0%[10 µM] | -1.7% | 2.0% | -2.4% | -16.0% | 0.4% | 1.3%
O=C(Cc1cccs1)N(c1ccccc1)C1C=CS(=O)(=O)C1 (centres undefined) | 1.7% | -3.6% | 3.5% | 2.0% | 12.5% | -9.7% | -1.1%
C/C(=N\NC(=O)C1CC1c1ccccc1)c1cccc([N+](=O)[O-])c1 (centres undefined) | ? | 2.1% | -1.0% | -15.0% | 11.6% | 0.9% | 19.6%
O=C(CSc1nnc(C2CCCCC2)o1)N1CCCCC1 | -17.8%[10 µM] | 0.7% | 4.9% | -0.5% | -12.5% | 4.7% | -4.4%
C=CCOc1ccc(C2NC(=S)NC3=C2CCc2ccccc23)cc1 (centres undefined) | 17.5%[10 µM] | -17.5% | ? | -6.3% | 12.2%[9.22 µM] | 0.9% | /
COc1ccc(CC(=O)NNC(=S)NC(=O)c2cccnc2)cc1 | 21.4%[10 µM] | -27.7% | -1.9% | / | -8.2%[9.22 µM] | -9.2% | /
Cc1onc(-c2ccccc2)c1CNC(=O)Nc1ccc(F)cc1F | 14.1%[10 µM] | -0.8% | -2.8% | -4.7% | 16.7%[9.22 µM] | 2.8% | /
COc1ccc(OC)c(NC(=O)Nc2nnc(N3CCCCC3C)s2)c1 (centres undefined) | 32.6%[10 µM] | / | 1.1% | / | 34.5%[9.22 µM] | 4.7% | /
CC(=O)Nc1ccc(C(=O)N/N=C/c2ccccc2OC(=O)c2ccc(Cl)cc2)cc1 | -36.1% | -14.2% | -9.1% | -11.9% | ? | -3.8% | 5.4%
COC(=O)c1c(NS(=O)(=O)Cc2ccccc2)sc2c1CCCC2 | 10.1% | 15.0% | -1.1% | -3.3% | -5.4% | 4.3% | 1.6%
CCOC(=O)C1=C(C)N2C(=C(C#N)[C@@H]1c1ccc(C(=O)OC)cc1)SC[C@@]2(O)C(C)(C)C | -29.8% | -11.4% | 11.3% | ? | 1.4% | -11.4% | ?
Cc1[nH]c2ccccc2c1C(=O)COC(=O)C1CC(=O)N(Cc2ccco2)C1 (centres undefined) | -19.2% | 0.6% | -1.9% | -3.9% | -12.5% | 2.9% | 4.7%
CCOC(=O)c1cc2c(=O)n3ccccc3nc2n(C(C)C)c1=NC(=O)c1c(-c2c(F)cccc2Cl)noc1C | 13.7%[10 µM] | 5.4%[76.3 µM] | 1.7% | ? | 25.9% | 2.5% | ?
N#Cc1nc(COc2ccc(-c3ccccc3)cc2)oc1NCc1cccnc1 | -48.3%[inhibitor][0.074 µM] | -19.3% | -1.3% | -8.1% | ? | -15.7% | ?
O=C(NCc1ccccn1)C1CC(c2ccccc2O)=NO1 (centres undefined) | -16.8%[10 µM] | 3.9% | -0.5% | -10.4% | -22.8%[9.22 µM] | -1.4% | /
N#Cc1nc(-c2ccc(F)cc2)oc1NCCN1CCOCC1 | -34.6%[10 µM] | -24.9% | 6.0% | -13.8% | -19.3% | 0.6% | -3.6%
CC1(C)C2CCC1(C)C(OC(=O)CNc1ccccc1)C2 (centres undefined) | 12.4%[10 µM] | -20.7% | 21.3% | / | -6.3%[9.22 µM] | 5.5% | /
Cc1ccc(S(=O)(=O)Oc2ccc(C)cc2/C=N/N=C2\NC(=O)C(C)S2)cc1 (centres undefined) | 21.3%[10 µM] | -7.9% | -10.4% | -14.6% | -17.8% | -0.2% | ?
Cc1cc(C)c(NC(=O)/C=C\C(=O)O)c(Cl)c1 | / | -0.9% | 14.0% | 2.2% | 1.2% | 3.0% | -8.7%
CCNc1ccc(C(=O)OCC)cc1NC(=O)c1cccc(S(=O)(=O)N2CCOCC2)c1 | -19.6%[10 µM] | -3.4% | -2.3% | ? | 22.2% | 1.3% | 7.1%
CC(Sc1ccc(Cl)cc1)C(=O)NCc1ccc2c(c1)OCO2 (centres undefined) | 1.3% | 6.6% | 5.7% | -0.1% | ? | -0.6% | 3.5%
CN(C)S(=O)(=O)c1cccc(NC(=O)NCCCl)c1 | 0.7%[10 µM] | 5.1% | 2.8% | / | -4.3%[9.22 µM] | 4.0% | /
Cc1ccc(Oc2ncccc2C(=O)NCC(=O)O)cc1 | 1.0%[10 µM] | 7.1% | 9.3% | ? | -5.1%[9.22 µM] | -3.1% | 9.8%[46 µM]

Screens as filed in PubChem BioAssay.

Hits appear at their usual frequency (roughly 1.5% active in at least one column).
